# Assay outcomes: PubChem BioAssay, several laboratories
# MCL1-BIM inh: MCL1-BIM-BH3 interaction inhibition (human) | Q07820 | GST-MCL1 / FITC-Bim-BH3 fluorescence polarization | inhibition, % at 10.9 µM | 320,000 tested, 0.68% active;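 active means inhibition above the mean inhibition of all tested compounds plus 3 SD, set per campaign, cut at about 40% in these data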;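 further: 0% = DMSO wells and 100% = unlabeled Bim-BH3 peptide control; higher means more loss of mP so more displacement of Bim peptide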
# Target sequence (Q07820 whole entry, looked up): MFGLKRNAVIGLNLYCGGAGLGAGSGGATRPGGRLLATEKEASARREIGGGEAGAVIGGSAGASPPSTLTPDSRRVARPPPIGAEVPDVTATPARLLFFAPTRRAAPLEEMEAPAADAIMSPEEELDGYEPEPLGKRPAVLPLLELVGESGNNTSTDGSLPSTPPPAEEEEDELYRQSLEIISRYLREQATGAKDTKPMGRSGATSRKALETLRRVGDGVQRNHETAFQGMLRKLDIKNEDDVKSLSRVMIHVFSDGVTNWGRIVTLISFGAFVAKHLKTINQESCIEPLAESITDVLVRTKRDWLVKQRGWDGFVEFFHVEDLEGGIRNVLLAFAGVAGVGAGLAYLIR
# Fam108B inh: counter-screen for RBBP9 inhibitors: inhibitors of mouse Fam108B; recombinant Fam108B, FP-Rh probe fluorescence polarization; inhibition, % at 9.51 µM; 300,000 tested, 0.33% active; AID 1947;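 active means inhibition above the screen mean inhibition plus 3 SD, computed separately per campaign, cut at about 18% in these data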;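 further: inhibitors lower polarization as less probe binds the enzyme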
# AHR activator: human AHR activation; P35869; AHR-responsive luciferase reporter cells, luminescence; AID 2796; 320,000 tested, 2.5% active; activation, % at 5 µM; in the data active means activation above about 47%;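 further: 0% = vehicle wells and 100% = reference agonist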
# MEX-5 binding: C. elegans MEX-5 TCR-2 RNA binding activity; activity score (negative = inhibition of binding), % at 10 µM; MEX-5/FITC-TCR2 RNA binding, fluorescence polarization; active compounds read low; AID 1832; 300,000 tested, 0.38% active; Q9XUB2;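 active means inhibition past about -25% in most replicates, and total fluorescence under double the plate's negative control median, limit read from the data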;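 further: 0% = DMSO and -100% = 5 µM competing unlabeled TCR2 RNA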
# Target sequence (Q9XUB2 whole entry, looked up): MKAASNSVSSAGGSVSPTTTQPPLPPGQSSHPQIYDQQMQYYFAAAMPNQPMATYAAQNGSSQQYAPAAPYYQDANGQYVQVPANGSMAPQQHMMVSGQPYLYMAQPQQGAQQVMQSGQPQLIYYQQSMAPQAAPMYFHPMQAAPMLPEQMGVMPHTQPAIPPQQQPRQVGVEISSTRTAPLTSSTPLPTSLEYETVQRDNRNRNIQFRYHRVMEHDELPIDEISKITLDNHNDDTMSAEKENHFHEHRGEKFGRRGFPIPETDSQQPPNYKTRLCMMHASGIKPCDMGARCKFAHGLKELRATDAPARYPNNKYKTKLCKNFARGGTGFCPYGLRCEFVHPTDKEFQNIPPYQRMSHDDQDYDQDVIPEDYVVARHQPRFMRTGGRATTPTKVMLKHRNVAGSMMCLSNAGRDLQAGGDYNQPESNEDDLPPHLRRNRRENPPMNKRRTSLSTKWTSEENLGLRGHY
# PAFAH1B2 inh: blocks human PAF acetylhydrolase 1b catalytic subunit 2; AID 492953; recombinant PAFAH1B2, FP-rhodamine activity probe, fluorescence polarization; inhibition, % at 3.39 µM; 340,000 tested, 1.2% active;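 active means inhibition above the mean of all tested compounds plus 3 SD, cut at about 24% in these data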;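 further: 0% = enzyme with DMSO and 100% = wells lacking PAFAH1B2; many of its hits are not listed in these tables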
# Target sequence (P68402 whole entry, looked up): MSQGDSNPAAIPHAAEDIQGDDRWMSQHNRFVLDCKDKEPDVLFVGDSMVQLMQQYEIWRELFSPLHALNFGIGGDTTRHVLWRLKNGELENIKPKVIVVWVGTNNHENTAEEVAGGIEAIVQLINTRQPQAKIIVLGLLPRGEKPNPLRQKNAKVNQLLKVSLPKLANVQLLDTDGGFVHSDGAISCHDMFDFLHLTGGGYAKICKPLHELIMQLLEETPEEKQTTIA
# GLD-1 RNA inh: GLD-1-TGE RNA interaction inhibition (C. elegans) | Q17339 | 320,000 tested, 0.44% active | inhibition, % at 5.96 µM | purified GLD-1 + fluorescein TGE RNA, fluorescence polarization;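 active means percent inhibition above a per-plate cutoff, the plate mean of test compounds plus 3 SD, cut at about 30% in these data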;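 further: 0% = DMSO wells with GLD-1 and probe and 100% = wells lacking GLD-1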
# PME-1 primary: PME-1 (human) inhibition. Q9Y570. recombinant PME-1, FP-Rh probe fluorescence polarization. inhibition, % at 5.9 µM. 320,000 tested, 0.53% active. AID 2130;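 active means inhibition above the campaign mean of all compounds plus 3 SD, cut at about 26% in these data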;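 further: competitive labeling of PME-1 active site by serine hydrolase directed probe; 0% = PME-1 with DMSO and 100% = wells lacking PME-1 enzyme; inhibitors block probe labeling so polarization falls and inhibition rises; many of its hits are not listed in these tables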
# BCLXL inh: blocks human Bcl-xL binding to Bim BH3 peptide | AID 2129 | 320,000 tested, 0.7% active | GST-Bcl-xL / FITC-Bim BH3 peptide fluorescence polarization | inhibition, % at 10.9 µM;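 active means inhibition above the mean of all tested compounds plus 3 SD, cutoff set per campaign, cut at about 30% in these data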;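 further: 0% = DMSO wells and 100% = unlabeled Bim-BH3 peptide competitor; inhibitors lower millipolarization by displacing the labeled peptide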
# pPAFAH FP inh: pPAFAH (human) enzyme inhibition. recombinant pPAFAH, FP-rhodamine probe fluorescence polarization. Q13093. AID 463082. inhibition, % at 3.39 µM. 330,000 tested, 1.5% active;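 active means inhibition above the mean inhibition across the screen plus 3 SD, cut at about 25% in these data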;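 further: inhibitors block binding of the rhodamine activity-based probe so polarization drops; 0% = enzyme with DMSO and 100% = wells lacking pPAFAH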
# * marks the source's active call; other numbers are inactive results; . = no result given. An excerpt; rates above refer to the full screens.
smiles,MCL1-BIM inh,Fam108B inh,AHR activator,MEX-5 binding,PAFAH1B2 inh,GLD-1 RNA inh,PME-1 primary,BCLXL inh,pPAFAH FP inh
CC(=O)/C=C(\C)N=Nc1c(O)[nH]c2ccccc12,6,2,46,0.8,1,1,1,10,0
COc1ccc(CCNC(=O)Cc2ccc([N+](=O)[O-])cc2)cc1OC,5,0,3,0.9,-4,0,0,4,0
Cc1c(CNC(=O)c2c([N+](=O)[O-])cnn2C)cnn1C,4,0,-1,-1.1,4,-5,4,7,2
CC(=O)N1N=C(c2c(-c3ccccc3)c3cc(Br)ccc3[nH]c2=O)CC1c1ccco1 (configuration not stated),4,0,5,-0.5,2,3,4,3,3
CCOc1nc2cnccc2n(CC(=O)Nc2cccc(C)c2C)c1=O,3,3,1,-1.9,4,1,-6,-2,3
COc1ccc(-c2ccc(=O)n(CC(=O)Nc3ccc4c(c3)OCCO4)n2)cc1,10,0,1,2.0,-1,3,-1,2,2
CC(=O)Nc1sc(C)c(C)c1C(=O)OCC(=O)N(CC(C)C)C1CCS(=O)(=O)C1 (configuration not stated),10,0,0,-0.5,0,1,6,6,2
COC(=O)c1cc(C(=O)Nc2cc(C)ccn2)cc([N+](=O)[O-])c1,2,-1,5,-0.2,-3,5,-6,9,0
OC(COc1c(F)cc(Br)cc1F)CN1CCOCC1 (configuration not stated),5,-1,1,0.6,0,-8,1,5,4
O=C(CC(=O)N/N=C\c1cccc(Cl)c1Cl)NCc1ccccc1,1,-4,1,-1.9,1,6,-10,5,11
CC(C)OP(=O)(OC(C)C)C(Nc1ccc(C(=O)O)cc1)c1ccccc1 (configuration not stated),6,2,1,1.3,-2,-3,-1,3,3
CCCC(=O)N1CCN(c2ccc([N+](=O)[O-])c(NC(C)c3ccccc3)c2)CC1 (configuration not stated),-5,1,8,0.0,6,0,5,1,9
COc1cccc(-c2cc(C(=O)N3CCc4ccccc4C3)no2)c1,-5,-2,6,.,-1,5,1,1,0
CC(=O)NCCC(=O)Nc1nc2ccc(Oc3ccccc3)cc2s1,2,-1,11,-1.6,2,4,8,2,12
Cc1nn(C(C)C(=O)NCCCc2ccccc2)c(=O)c2cc3occc3n12 (configuration not stated),2,1,0,1.4,5,5,7,2,-1
CC(C)(C)C(=O)Nc1ccccc1C(=O)OCC(=O)c1ccc2c(c1)OCCO2,6,1,5,-0.9,2,0,-6,-3,-4
C[C@@H](NC(=O)[C@@H]1Cc2ccccc2CN1)C(=O)NCC1CCCO1 (some centres not stated),9,-1,2,-2.8,5,1,1,8,0
Cc1ccccc1-c1nnn(CC(=O)Nc2cccc(S(N)(=O)=O)c2)n1,0,-1,0,-0.2,1,0,3,4,6
CC1=C(C(=O)N2CCCC(N3CCN(c4ccccc4C)CC3)C2)OCCO1 (configuration not stated),3,4,0,1.7,2,1,-2,4,5
CCOC(=O)c1c(C)n(C)c2ccc(OC(=O)c3ccc(N4C(=O)CCC4=O)cc3)cc12,7,-2,9,0.0,1,8,-4,4,1
O=C1c2ccccc2OC2(C=Cc3ccccc3O2)N1Cc1ccccc1 (configuration not stated),-5,-6,-1,0.1,-3,6,-2,-1,-4
CCN(CC)c1ccc(N2C(=O)/C(=C/c3cccs3)SC2=S)cc1,4,1,0,0.6,5,-4,0,3,1
CCc1ccc2c(c1)C1(C(=O)N2)N2CCCC2C(C(=O)c2ccc3ccccc3c2)C12C(=O)Nc1ccccc12 (configuration not stated),15,-3,13,0.5,8,3,2,5,8
O=C(CSc1nc2ncc(Cl)cc2[nH]1)Nc1ccccc1-c1ccccc1,3,0,9,3.7,1,-2,-31,4,3
COc1ccc(CN2CCCCC2C)cc1C (configuration not stated),0,2,1,-0.3,1,2,-2,4,5
O=C(Cc1ccc(Cl)cc1)c1c[nH]c(C(=O)NCc2cccnc2)c1,-2,-5,41,0.6,12,0,-3,5,-7
O=C1c2ccccc2C(Nc2ccc(Cl)cn2)N1c1ccccn1 (configuration not stated),1,0,12,-2.7,4,10,-2,0,4
COc1cccc(C(=O)O/N=C(\N)c2ccc(C)cc2)c1,0,-2,68*,-1.8,2,4,-6,2,5
COc1cccc(CNC(=O)c2ccncc2)c1,-2,-5,4,0.2,-1,-9,1,2,-2
N#CC1=C(N)C(C#N)(C#N)[C@H](c2ccncc2)[C@H]2CC3(CC=C12)OCCO3,17,-3,1,-8.5,2,-9,0,19,-1
CCOC(=O)c1ccc(NC(=O)NCc2ccccc2)cc1,4,2,-1,0.7,-1,5,0,-4,2
CCc1ccc(NC(=O)C2CC(=O)N=C(N)S2)cc1 (configuration not stated),4,-2,19,-0.4,6,2,-7,6,1
COc1cccc(NC(=O)[C@H](C)NC(=O)N2CCn3c2nc2ccccc23)c1,1,1,10,-2.1,3,8,3,3,6
O=C(NCCS(=O)(=O)NCc1ccco1)c1ccccc1,1,3,0,-1.8,-1,5,0,6,3
Cn1cccc1/C=C1\SC(=S)N(NC(=O)c2ccccc2O)C1=O,-85,1,2,37,0,-131,-1,-51,11
O=C(NC1CC1)C1=C[C@H](c2c[nH]c3ccccc23)C[C@H](OCCCCO)O1,5,2,72*,2.0,-2,-2,7,4,2
O=C(COC(=O)c1cc([N+](=O)[O-])ccc1NCc1ccccc1)NCc1ccccc1Cl,-12,-4,-4,.,2,-3,4,0,4
CCN1C(=O)CC(c2ccccc2)CC1=O,-2,-3,8,1.1,-1,-1,2,-2,-3
CC(=O)N1CCN(C(=O)c2c(-c3ccccc3)noc2C)CC1,1,.,-1,.,0,2,5,-2,2
Cc1ccc(Cn2nc(C)c(NC(=O)CSc3nc4c(c(C(F)(F)F)n3)CCc3ccccc3-4)c2C)cc1,0,0,0,-1.6,3,1,-9,0,1
CN(C)CCCNC(NC(=O)c1cccs1)C(Cl)(Cl)Cl (configuration not stated),3,-3,0,0.6,-3,-1,3,5,-3
COC(=O)Cn1c(CCS(=O)(=O)c2ccc(C)c(C)c2)nc2ccccc21,-3,-3,-2,0.5,-3,4,0,-2,-3
CCCCN(Cc1ccccc1)C(=O)CCN1C(=O)C2C3C=CC(C3)C2C1=O (configuration not stated),-1,-4,1,0.1,5,5,0,3,3
Cc1nnc(NC(=O)c2nc(S(=O)(=O)Cc3ccccc3C)ncc2Cl)s1,17,0,1,0.5,7,-1,8,10,7
CCn1c(-c2nn(C)cc2Cl)n[nH]c1=S,-5,-3,1,0.1,2,2,-1,1,1
Cc1nc(/C(N)=N/OC(=O)c2ccc(Cl)cc2)c(C(F)(F)F)o1,-2,-4,-5,0.5,8,-1,1,4,-3
O=c1nc(N/N=C/c2ccco2)cn[nH]1,13,0,27,-1.4,-1,3,-6,7,-3
Cc1ccc(N(CC(=O)NCc2ccccc2)C(=O)CCC(=O)Nc2ccccn2)cc1C,-7,1,2,-2.3,5,-13,2,-3,1
COc1ccc(N2C(=O)CC(N3CCN(S(=O)(=O)c4c(C)cc(C)cc4C)CC3)C2=O)cc1 (configuration not stated),2,.,-1,.,-3,-4,-1,-1,-2
Cc1cc(C)nc(SCC(=O)Nc2ccc(S(=O)(=O)Nc3onc(C)c3C)cc2)n1,-5,-4,-2,-3.7,-3,-1,-4,2,7

# (list continues)
smiles,MCL1-BIM inh,Fam108B inh,AHR activator,MEX-5 binding,PAFAH1B2 inh,GLD-1 RNA inh,PME-1 primary,BCLXL inh,pPAFAH FP inh
Cn1c(O)c(/C=C2\C=NN=C2c2ccccc2)sc1=S,-2,-9,75*,0.1,6,1,0,2,-1
COC(=O)[C@]1(C)N[C@H](c2ccc(SC3CCCCC3)cc2)[C@@H]2C(=O)N(C)C(=O)[C@@H]21,1,1,-1,1.3,6,6,2,6,6
COc1ccc(NC(=S)NCc2cccn2C)cc1,5,8,0,-1.1,2,-4,7,8,-4
CN(C)c1nnnn1Cc1ccc(Cl)cc1Cl,7,0,-1,-1.4,-2,1,0,6,3
CC(=O)Nc1ccc(S(=O)(=O)NNC(=O)c2sc(=S)n(C)c2C)cc1,11,4,2,-2.5,2,3,1,4,5
CC(C(=O)NC1C=CS(=O)(=O)C1)N1C(=O)/C(=C/c2cccc(Cl)c2)SC1=S (configuration not stated),12,6,3,-1.3,5,1,2,10,6
O=C(O)CCCn1cc(NC(=O)COc2cc(F)ccc2[N+](=O)[O-])cn1,-10,-5,3,1.5,9,-13,-4,-9,-9
O=C(CSc1nnc(-c2ccco2)o1)c1ccc([N+](=O)[O-])cc1,10,2,-1,-1.0,.,-4,3,3,9
COC(=O)Cn1c(CN2CCN(C(=O)c3ccco3)CC2)nc2c1c(=O)n(C)c(=O)n2C,-10,-6,3,-2.2,2,-7,-4,0,0
CCOc1ccc(CNC(=O)c2ccc3nc(N4CCOCC4)sc3c2)cc1,-2,-1,4,0.8,-4,-3,-5,2,-1

# Two entries picked at random from those above, as already listed:
smiles,MCL1-BIM inh,Fam108B inh,AHR activator,MEX-5 binding,PAFAH1B2 inh,GLD-1 RNA inh,PME-1 primary,BCLXL inh,pPAFAH FP inh
COc1ccc(NC(=S)NCc2cccn2C)cc1,5,8,0,-1.1,2,-4,7,8,-4
O=C(CSc1nnc(-c2ccco2)o1)c1ccc([N+](=O)[O-])cc1,10,2,-1,-1.0,.,-4,3,3,9

# Carrying on:
smiles,MCL1-BIM inh,Fam108B inh,AHR activator,MEX-5 binding,PAFAH1B2 inh,GLD-1 RNA inh,PME-1 primary,BCLXL inh,pPAFAH FP inh
COc1cccc(/C=N/NC(=O)c2[nH]c(C)c(C(=O)N/N=C/c3cccc(OC)c3)c2C)c1,14,-6,8,4.8,-7,-2,-12,6,0
COCCNC(=S)N/N=C/c1ccc([N+](=O)[O-])cc1,-3,-2,12,-0.3,2,2,-5,-10,1
COCCCNC(=S)Nc1ccc(OC(F)F)cc1C,-3,1,4,2.2,6,-9,7,-1,-2
COC(=O)c1ccc(COC(=O)c2ccc(CO)cc2)o1,0,0,-2,0.6,-2,2,4,4,1
Cc1cccc(C)c1NC(=O)COC(=O)C1Cc2ccccc2CN1C(=O)c1ccccc1 (configuration not stated),-13,2,11,2.3,2,2,-4,6,4
Cc1cccn2c(=O)c3cc(C(=O)NCc4cccnc4)c(=N)n(C(C)C)c3nc12,14,2,24,-1.2,0,10,-7,14,-1
S=C1N(c2ccccc2)C(c2cccc3ccccc23)N2CCCN12 (configuration not stated),3,-1,1,3.9,4,0,2,5,4
Cc1cccc(-c2nnc(SCC#N)n2C)c1,-1,-3,-1,2.0,-5,8,1,-2,3
CCOC(=O)NC(=O)CSc1nc2ccccc2[nH]1,-5,0,0,1.4,2,-1,-7,-2,3
C=CCC1(CC=C)CCCN1C(=O)C1CCC(=O)N(CCc2ccc(Cl)cc2)C1 (configuration not stated),9,0,-2,-0.9,0,1,4,11,6
O=C(C1COc2ccccc2O1)N1CCN(c2ccc(F)cc2)CC1 (configuration not stated),-1,-2,0,0.3,-2,6,-2,2,4
C=CCn1c(SCC(=O)c2c(N)n(CCC)c(=O)n(C)c2=O)nc2sc(CC)cc2c1=O,5,-6,3,-0.1,6,-4,1,7,-6
O=[N+]([O-])c1cc(Br)c(Nc2ccccc2)c([N+](=O)[O-])c1,-5,4,2,1.4,5,2,18,5,5
COC(=O)c1c(NC(=O)CC2SC(N)=NC2=O)sc2c1CCCC2 (configuration not stated),3,1,3,3.4,5,12,6,0,-3
